PMI activator: activators of human phosphomannose isomerase; P34949; purified human PMI, coupled resazurin fluorescence, 20 min; hits give high values; 1 = vehicle control, 0 substrate-free wells; activation factor at 20 µM; 190,000 compounds, 0.005% hits;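 active means activation factor of 2 or more at 20 µM, relative to plate controls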
Target sequence (P34949 whole entry, looked up): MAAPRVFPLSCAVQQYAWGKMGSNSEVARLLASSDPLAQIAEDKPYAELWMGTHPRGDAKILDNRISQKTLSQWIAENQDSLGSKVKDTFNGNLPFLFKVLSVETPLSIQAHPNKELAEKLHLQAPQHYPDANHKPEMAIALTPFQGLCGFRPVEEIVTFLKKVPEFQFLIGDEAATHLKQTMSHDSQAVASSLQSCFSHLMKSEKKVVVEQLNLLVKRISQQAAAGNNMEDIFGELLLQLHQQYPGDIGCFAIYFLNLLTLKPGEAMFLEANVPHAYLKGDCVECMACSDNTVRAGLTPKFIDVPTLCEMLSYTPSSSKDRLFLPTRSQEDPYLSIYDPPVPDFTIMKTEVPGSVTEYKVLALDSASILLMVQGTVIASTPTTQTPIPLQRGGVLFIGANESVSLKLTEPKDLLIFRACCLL
APP 5'UTR act: activates APP 5'UTR luciferase reporter; SH-SY5Y APP 5'UTR luciferase reporter, luminescence; zero percent = DMSO vehicle wells; activation, % at 2 µM; 190,000 compounds, 1% hits;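 active means activation above a set limit, based on mean plus 3 SD of controls, cut at about 140% in these data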; further: values of inactives mirror those of a sister screen read the other way
TNAP inh no acc: TNAP (human) inhibition, acceptor-free conditions; P05186; purified TNAP, CDP-star luminescence, 30 min; inhibition, % at 20 µM; 200,000 compounds, 0.26% hits;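 active means tissue-nonspecific alkaline phosphatase inhibition above about 50% at 20 µM in the single-dose screen, limit read from the data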;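 further: 0% = DMSO negative control and 100% = EDTA positive control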
PMI act hi M6P: activators of human phosphomannose isomerase at near-saturating mannose 6-phosphate | P34949 | coupled PMI enzyme assay, resazurin fluorescence, 20 min; hits give high values; 1 = untreated enzyme, 0 = substrate-free blank | activation factor at 20 µM | 190,000 compounds, 0.34% hits;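 active means activation factor of 2 or more at 20 µM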
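Test system: human phosphomannose isomerase with PGI, G6PDH, diaphorase coupling enzymes; Amount: PMI at 15 ng/mL final; Reagent: Mannose-6-phosphate 1.0 mM (near-saturating) plus 0.22 mM NADP+; Timing: 20 min, room temperature; Technique: resorufin fluorescence at Ex 544/Em 590 nm; Dosing: 20 µM single dose.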
FLuc act counter: affects firefly luciferase, flagging false hits in luciferase stimulation screens; AID 1027; P08659; ATPlite luciferase biochemical, luminescence, 10 min; 0 = ATP-free wells, 1 = DMSO control; 200,000 tested, under 10 active; activation factor at 10 µM;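 active means luciferase activation factor, scaled between plate controls, of at least 2 with compound at 10 µM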
Target sequence (P08659 whole entry, looked up): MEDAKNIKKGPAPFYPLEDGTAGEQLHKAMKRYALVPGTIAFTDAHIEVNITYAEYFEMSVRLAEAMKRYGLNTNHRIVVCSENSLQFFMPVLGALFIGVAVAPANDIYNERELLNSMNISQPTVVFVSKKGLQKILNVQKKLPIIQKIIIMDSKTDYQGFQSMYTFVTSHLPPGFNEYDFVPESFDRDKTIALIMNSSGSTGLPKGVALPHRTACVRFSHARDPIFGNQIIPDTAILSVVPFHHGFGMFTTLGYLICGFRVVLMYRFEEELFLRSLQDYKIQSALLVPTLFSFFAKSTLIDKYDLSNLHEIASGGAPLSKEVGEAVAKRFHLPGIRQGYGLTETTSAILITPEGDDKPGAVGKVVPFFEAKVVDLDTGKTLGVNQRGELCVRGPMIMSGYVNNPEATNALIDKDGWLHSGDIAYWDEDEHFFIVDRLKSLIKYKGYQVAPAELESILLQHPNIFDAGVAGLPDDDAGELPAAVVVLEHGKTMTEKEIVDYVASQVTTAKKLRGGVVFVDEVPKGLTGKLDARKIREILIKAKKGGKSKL
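test system = cell-free luciferase reagent | medium = PBS as buffer for the ATP substrate | dosing = test compounds dosed from 2 mM stocks in 100% DMSO | incubation = 10 min at ambient temperature | detection = luminescence measurement of luciferase light output | benchmarks = low control with PBS replacing ATP, high control enzyme plus ATP without compound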
FLuc inh counter: inhibits firefly luciferase, flagging false hits in luciferase inhibition screens; P08659; ATPLite firefly luciferase biochemical luminescence, 10 min; inhibition, % at 10 µM; 200,000 compounds, 1.5% hits;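 active means inhibition above about 50% when tested at 10 µM, limit read from the data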
bIAP act: increases bovine intestinal alkaline phosphatase activity | purified bovine IAP, CDP-star luminescence, 30 min; hits give high values; fold of DMSO-control signal, blank-subtracted | activation factor at 20 µM | 200,000 compounds, 0.17% hits | AID 1016;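 active means activation factor of 2 or more at 20 µM, a signal rise over negative controls twice the positive control's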
TNAP inh hi DEA: TNAP (human) inhibition, high acceptor | inhibition, % at 20 µM | P05186 | 200,000 compounds, 0.03% hits | purified TNAP, CDP-star luminescence, 1 M DEA;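 active means over 50% inhibition of tissue-nonspecific alkaline phosphatase at 20 µM in the single-dose screen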;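 further: plate controls were DMSO wells for no effect and EDTA-quenched wells as full inhibition for full effect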
NF-kB neuron act: NF-kB expression increase, human neuronal cells; NF-kB reporter expression; hits give high values; fold change at 12.5 µM; 190,000 compounds, 1.6% hits; in the data active means fold change above about 3.3
TNAP act hi DEA: TNAP (human) activation, high acceptor. P05186. purified TNAP, CDP-star luminescence, 1 M DEA, 30 min; hits give high values; 0 = EDTA background, 1 = DMSO-only activity. activation factor at 20 µM. 200,000 tested, under 10 active. AID 1136;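 active means activation factor at least 2 at 20 µM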
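Dosing: 20 µM single point. System: human TNAP. Amount: TNAP 1/800 final. Incubation: 30 min, room temperature. Read-out: TNAP activation factor scaled between EDTA and DMSO control wells. Signal: luminescence from CDP-star hydrolysis. Medium: 1 M DEA, pH 9.8, Mg2+, Zn2+. Control set: EDTA negative control, DMSO positive control.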
Active calls of the source: *; . = no result given. Not all compounds are listed; the hit share may differ from the screen's.

SMILES	PMI activator	APP 5'UTR act	TNAP inh no acc	PMI act hi M6P	FLuc act counter	FLuc inh counter	bIAP act	TNAP inh hi DEA	NF-kB neuron act	TNAP act hi DEA
Nc1c(C(=O)NCc2ccco2)c2nc3ccccc3nc2n1CCN1CCCCC1	1	-18	-12	1	1	0	1.1	-3	0.74	1
CCOc1ccc(CC2(CCc3ccncc3)C(=O)NC(=O)NC2=O)cc1	1	-4	-4	1	1	-4	0.9	-1	0.99	1
O=C(CSC1c2ccccc2-c2ccccc21)N/N=C/c1ccccc1C(=O)O	0.9	0	-7	1	1	-3	1.3	-4	1.1	1
O=C(N/N=C/c1c(O)n(CCc2ccc(F)cc2)c(=O)[nH]c1=O)c1ccncc1	0.7	-1	27	0.5	1	3	1	-5	1.4	1.1
Nc1ccc2c(c1)oc1ccccc12	0.9	27	-7	0.8	1	-4	1	-4	1.3	1
COc1ccc2[nH]cc(CCN)c2c1	1	-15	-2	0.9	1	2	1	3	0.96	1
CCn1c(O)c(C=NCc2ccccc2)c(=O)[nH]c1=S	1.2	3	-3	1.2	1.1	-9	1	-1	1.2	1
CCC(=Nc1ccc(OC)cc1OC)c1c(O)n(C2CCCCC2)c(=O)[nH]c1=O	0.9	-14	-5	1	1	-1	1.2	-5	0.97	1.1
CC(C)(C)n1cccc1/C=C1\C(=O)NC(=O)N(c2ccccc2)C1=O	1	-3	-9	1	0.9	13	0.9	5	1.3	1
C/C(=N\N1CCCCC1c1cccnc1)c1c(O)n(C2CCCCC2)c(=S)[nH]c1=O (stereo not given)	0.9	10	0	0.9	1	-5	0.8	3	1.3	1
COc1ccccc1OCCCn1cc(C(=O)c2ccco2)c2ccccc21	0.8	59	16	0.8	1	-5	1.1	-2	0.57	1
Cn1cc(C(=O)NCc2ccccc2)c2ccccc21	1	6	-15	0.9	1	1	1.1	-4	1.1	1
O=C(C[N+]12CCN(CC1)CC2)NCCc1ccc(Cl)cc1Cl	1	3	0	0.9	1	-3	1.4	-3	1.1	1
O=C(COC(=O)Cc1ccccc1)Nc1ncc(Cl)cc1Cl	1.1	22	-18	1.1	1.1	-6	0.9	2	0.93	1
CC(C)CN1CCN(Cc2c(F)cccc2Cl)CC1CCO (stereo not given)	0.9	-12	-3	1	1	-3	1	0	1.1	1
CCc1ccc(/C=C(/C#N)C(N)=S)cc1	0.9	13	-26	0.9	1.1	-5	0.9	-1	1.7	1
CCN(CC)c1ccc(/C=C/[N+](=O)[O-])cc1	1	12	40	0.9	1	-4	0.8	33	1.5	0.7
C=C1C[C@@H]2[C@H](CC[C@]3(C)C(=O)CC[C@@H]23)[C@@]2(C)C=CC(=O)C=C12	1	.	-6	1.1	1	2	0.9	-3	.	1
CC12CCCCC1=[N+]([O-])CN2O (stereo not given)	1	3	-11	1	1	-3	0.9	-3	1	1
O=C(COc1ccc(Cl)cc1)N1CCN(Cc2ccccc2)CC1	1	12	8	1.1	1.1	-7	1	-8	1.1	1.1
O=C(CN1CCOCC1)c1ccc2cc[nH]c2c1	1.1	12	3	1.3	1	-1	0.9	0	1.3	1
CN(C)c1ccc(C(=O)c2ccc(N(C)C)cc2)cc1	0.9	.	-15	1	0.8	22	0.8	-4	2.6	1
Cc1nn(Cc2ccccc2)c(C)c1C(=O)OCC(=O)Nc1ccccc1SCC#N	1	17	-9	0.9	1	-2	1	-2	1.1	1
O=C(Cn1ncc2c3ccccc3n(Cc3ccccc3)c2c1=O)N1CCC2(CC1)OCCO2	0.9	1	-4	0.9	1	3	1.1	-3	1.1	1
CC12CCC3C(CC=C4CC5(CCC43C)OCCO5)C1CCC2=O (stereo not given)	.	11	12	.	1	-2	1.2	3	1	1

Molecules from the list above that contain fluorine (2):
SMILES	PMI activator	APP 5'UTR act	TNAP inh no acc	PMI act hi M6P	FLuc act counter	FLuc inh counter	bIAP act	TNAP inh hi DEA	NF-kB neuron act	TNAP act hi DEA
O=C(N/N=C/c1c(O)n(CCc2ccc(F)cc2)c(=O)[nH]c1=O)c1ccncc1	0.7	-1	27	0.5	1	3	1	-5	1.4	1.1
CC(C)CN1CCN(Cc2c(F)cccc2Cl)CC1CCO (stereo not given)	0.9	-12	-3	1	1	-3	1	0	1.1	1

Remaining list, next part.
SMILES	PMI activator	APP 5'UTR act	TNAP inh no acc	PMI act hi M6P	FLuc act counter	FLuc inh counter	bIAP act	TNAP inh hi DEA	NF-kB neuron act	TNAP act hi DEA
CCCCC(=O)C1C(=O)NC(=O)NC1=O	1	4	-10	1.1	1	-3	1	-1	0.92	1
C=CCn1c(O)c(/C=N/N2CCOCC2)c(=O)[nH]c1=S	0.9	7	-12	1	1	-3	1	-3	1.3	1
COc1cc(C2SCC(=O)Nc3c2c(=O)[nH]n3C2CCCCCC2)cc(OC)c1OC (stereo not given)	0.9	0	-6	0.9	1.1	-5	0.9	-5	1.1	1.1
Cc1ccc(C2=NC(C)(C)N3C2C3c2ccc([N+](=O)[O-])cc2)cc1 (stereo not given)	1	3	-4	1.1	1.1	-7	1	-1	0.72	1
Cc1ccccc1-n1c(O)c(/C=N/Nc2nc3c(c(=O)n(C)c(=O)n3C)n2C)c(=O)[nH]c1=S	1.1	-6	-106	1.4	1	-2	0.9	5	1	1
CC(=O)c1cccc(OCC(O)CN2CC=C(c3ccccc3)CC2)c1 (stereo not given)	1	-2	-5	1	1	0	1.1	-4	1.1	1
Cc1ccc(S(=O)(=O)CC(C)(O)C(=O)Nc2cccc(C(F)(F)F)c2)cc1 (stereo not given)	0.9	5	-10	1	1	-4	1	-5	0.95	1
CC(=O)N(C1=NCCCS1)c1ccccc1F	1	-10	-19	1	1.1	-8	0.9	-8	1.2	1.1
CC(=NCc1cccnc1)c1c(O)n(-c2ccccc2C)c(=O)[nH]c1=O	1.1	12	4	1.1	1	-4	1.1	-2	1.1	1
Cc1ccsc1C(=O)C1CCCN(Cc2cnc(N3CCOCC3)s2)C1 (stereo not given)	1	18	-6	1	1	-2	1.2	-4	.	1
CCOc1ccc(C2SCC(=O)Nc3c2c(C)nn3C2CCOC(C)(C)C2)cc1 (stereo not given)	1	-3	-6	0.9	1.1	-6	1	-1	1.1	1
CN1CCCC(C(=O)c2ccc(Cl)cc2)C1 (stereo not given)	0.9	2	-5	0.9	1.1	-5	1.2	-2	0.94	1
Cc1ccc(S(=O)(=O)N2CCCCC2)cc1NC(=O)CN1CC=C(c2ccccc2)CC1	1	12	-27	0.9	1	-4	0.9	-5	0.78	1
Cc1cc(Oc2ccc(C(F)(F)F)cc2[N+](=O)[O-])c2c3c(c(=O)oc2c1)CCCC3	0.9	7	4	0.9	1.1	-10	1.1	-1	1	1
O=[N+]([O-])c1ccc(N2CCNCC2)c2ncccc12	0.8	0	7	0.7	1.1	-10	0.4	10	0.99	0.9
CN1CCN(c2nccc3c2ncn3C)CC1	1.1	0	-10	1.1	1.1	-7	0.9	-8	1.3	1.1
CCOc1cc(CNCCc2c[nH]c3ccccc23)cc(Cl)c1OCC	0.8	-2	-11	0.9	1	-5	1	-3	1.5	1
O=C(c1ccc(Cl)cc1)C1CCCN(Cc2ccc3c(c2)OCCO3)C1 (stereo not given)	0.9	-18	-4	0.8	1	-2	0.9	-3	0.93	1
COc1ccc(OCC(=O)N2CCN(Cc3ccc4c(c3)OCO4)CC2)cc1	1	-11	-6	1	1.1	-8	1	-6	.	1.1
Nc1ccc2cc(Br)ccc2c1	1.5	8	0	1.4	1	-1	1	5	1.1	1
COc1ccc(Oc2cc(NC(=O)c3nn(C)cc3[N+](=O)[O-])cc([N+](=O)[O-])c2)cc1	0.9	-95	-10	1	1.1	-10	0.8	-4	3.1	1
CNc1cc(N2CCNCC2)ccc1[N+](=O)[O-]	1	16	12	0.7	1.1	-10	0.8	11	1	0.9
Cc1cc(C)c(C(=O)CN2CCOCC2)c(C)c1	1.6	38	-13	2.1*	1.1	-5	0.9	-1	0.83	1
C1=C(c2c[nH]c3ccccc23)CCN(Cc2ccccc2)C1	1	18	-13	1	1.1	-5	0.8	1	1	1
CC1OC(NCCc2ccccc2)C(O)C(O)C1O (stereo not given)	1	-3	-5	1	0.9	5	1.1	1	1.1	1

Next part, overlapping the part above by 6 compounds.
SMILES	PMI activator	APP 5'UTR act	TNAP inh no acc	PMI act hi M6P	FLuc act counter	FLuc inh counter	bIAP act	TNAP inh hi DEA	NF-kB neuron act	TNAP act hi DEA
Nc1ccc2cc(Br)ccc2c1	1.5	8	0	1.4	1	-1	1	5	1.1	1
COc1ccc(Oc2cc(NC(=O)c3nn(C)cc3[N+](=O)[O-])cc([N+](=O)[O-])c2)cc1	0.9	-95	-10	1	1.1	-10	0.8	-4	3.1	1
CNc1cc(N2CCNCC2)ccc1[N+](=O)[O-]	1	16	12	0.7	1.1	-10	0.8	11	1	0.9
Cc1cc(C)c(C(=O)CN2CCOCC2)c(C)c1	1.6	38	-13	2.1*	1.1	-5	0.9	-1	0.83	1
C1=C(c2c[nH]c3ccccc23)CCN(Cc2ccccc2)C1	1	18	-13	1	1.1	-5	0.8	1	1	1
CC1OC(NCCc2ccccc2)C(O)C(O)C1O (stereo not given)	1	-3	-5	1	0.9	5	1.1	1	1.1	1
CCN(CC)CCCN=C(C)c1c(O)n(-c2ccc(C)cc2)c(=O)[nH]c1=O	1.1	14	-13	1	1.1	-6	0.9	-6	1	1.1
CCN(CC)S(=O)(=O)c1ccc(C)c(NCC(=O)Nc2ccc(C#N)c(Cl)c2)c1	1	-2	1	1	1.1	-8	1.1	-7	2.1	1.1
O=C(NC(Cc1cnc[nH]1)C(=O)O)c1ccccc1 (stereo not given)	1.1	9	-6	1	1.1	-7	1.1	-2	1.3	1
O=P1(Nc2cccnc2)COc2ccccc2OC1	0.9	-11	-5	0.6	1.1	-11	0.9	-7	1	1.1
O=C(c1cc(C(=O)NCc2ccc(Cl)cc2)c(=O)n(Cc2ccc(Cl)cc2)c1)c1cc(F)ccc1O	0.9	12	1	0.8	1	0	1	8	0.82	0.9
CCOC(=O)c1c(C)n(Cc2ccco2)c2c1cc(O)c1ccccc12	0.9	14	-6	0.9	1	-3	0.9	2	1.2	1
Cc1ccsc1C(=O)C1CCCN(Cc2cccn2-c2ccccn2)C1 (stereo not given)	1	-13	-1	1.1	1.1	-6	0.9	-1	0.74	1
O=C(c1ccc(Cl)cc1)C1CCCN(Cc2ccc3ncccc3c2)C1 (stereo not given)	1	-15	0	1	1	5	0.9	-1	0.96	1
Cc1cc(OCc2ccc([N+](=O)[O-])cc2)c2c3c(c(=O)oc2c1)CCCC3	1.1	12	4	1	1	-3	0.9	-3	1.2	1
CC(=O)N1CCC(N2CCCC(C(=O)c3cccc(Cl)c3)C2)CC1 (stereo not given)	.	13	-2	.	1	1	1.1	2	2.1	1

Compound activity from PubChem BioAssay.
